EPAC1 agonist = EPAC1 (human) agonism; EPAC1 agonist qHTS, biochemical assay; response scale: 100% = response to 6.5 mM cAMP; Potency, µM (series often up to 154 µM), inactives show top-dose activation, most hits filed as activators; actives 0.073% (n = 360,000); AID 720707; note: potency is the fitted concentration of half-maximal effect; nearly all actives have a fitted effect of over 60% in size
Target sequence (O95398 whole entry, looked up): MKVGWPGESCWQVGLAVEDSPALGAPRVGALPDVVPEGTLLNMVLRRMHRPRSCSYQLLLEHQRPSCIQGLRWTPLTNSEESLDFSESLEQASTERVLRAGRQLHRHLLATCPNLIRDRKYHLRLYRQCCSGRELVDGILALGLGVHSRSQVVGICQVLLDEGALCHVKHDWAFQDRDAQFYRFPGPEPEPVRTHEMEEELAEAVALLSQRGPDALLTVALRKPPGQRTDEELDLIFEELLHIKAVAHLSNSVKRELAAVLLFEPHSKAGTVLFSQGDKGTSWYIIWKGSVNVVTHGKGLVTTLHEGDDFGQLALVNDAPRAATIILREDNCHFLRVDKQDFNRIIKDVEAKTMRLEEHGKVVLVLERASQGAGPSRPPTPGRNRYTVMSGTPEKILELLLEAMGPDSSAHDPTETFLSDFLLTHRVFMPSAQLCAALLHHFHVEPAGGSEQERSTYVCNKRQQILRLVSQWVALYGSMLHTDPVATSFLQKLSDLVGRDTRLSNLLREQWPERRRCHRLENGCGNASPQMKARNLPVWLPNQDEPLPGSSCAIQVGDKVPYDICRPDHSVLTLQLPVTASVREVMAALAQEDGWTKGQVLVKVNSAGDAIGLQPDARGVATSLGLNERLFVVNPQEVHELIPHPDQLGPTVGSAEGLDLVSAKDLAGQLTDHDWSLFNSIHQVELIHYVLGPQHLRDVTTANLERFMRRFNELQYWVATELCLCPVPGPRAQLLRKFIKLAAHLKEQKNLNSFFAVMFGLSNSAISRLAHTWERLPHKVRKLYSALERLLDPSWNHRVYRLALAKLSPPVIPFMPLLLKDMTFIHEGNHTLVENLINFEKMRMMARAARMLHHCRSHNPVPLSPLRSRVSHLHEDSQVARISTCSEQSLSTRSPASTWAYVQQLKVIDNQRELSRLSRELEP
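Nucleotide exchange assay: 100 nM EPAC1 with 250 nM Rap1B loaded with BODIPY-GDP and 50 uM GDP, room temperature. Fluorescence (480/540 nm) read every 5 min for 30 min; signal change normalized to 6.5 mM cAMP as full agonist.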
IL-2 act = activates IL-2 in a cell-based reporter assay; activation, % (series mostly up to about 46 µM); IL-2 activation reporter assay, cell-based qHTS; stimulated with anti-CD3/CD4/CD28 beads; in transgenic mouse T cells; actives 0.065% (n = 360,000); in the data active = activation above about 50%; inconclusive = mostly about 30% to 49%; note: 0% is about no effect
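Readout is EGFP and DsRed signal by fluorescent plate cytometry after 18 h at 37 degrees C. Transgenic mouse T cells (750/well) received compound for 60 min before bead stimulation (anti-CD3, anti-CD4, anti-CD28); memory T cells served as non-tolerant control.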
GLP-1R agonist = GLP-1 receptor (human) agonism; P43220; HEK293 GLP-1R CRE-luciferase, luminescence, 4-6 h; cells express a hypersensitive GLP-1R form; Potency, µM (series often up to 45.6 µM), inactives show top-dose activation, actives largely listed as activators; actives 0.007% (n = 380,000); AID 624172; note: potency is the fitted concentration of half-maximal effect; % of control where 0% means no effect
GLP-1R inv ag = inverse agonists of human GLP-1 receptor | P43220 | HEK293 GLP-1R CRE-luciferase, luminescence, 24 h; GLP-1R form is constitutively active | Potency, µM (series often up to 38.3 µM), for inactives: top-dose activity change, negative = inhibition, usual class: inhibitors | actives 1.6% (n = 410,000) | AID 624417; note: potency is the fitted concentration of half-maximal effect; % is set by controls: 0 for no effect and ±100 for the full control effect; nearly all actives have a fitted effect of over 55% in size
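Cells are plated, allowed 12 hours at 37 deg C, then treated with compounds for 24 hr before luciferase detection reagent is added and luminescence is read after 12 min at room temperature. The HEK293 line carries constitutively active GLP-1R with a cAMP-responsive reporter.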
PI5P4Ka inh = blocks human PI5P4K alpha kinase activity; PI5P4Kalpha enzyme, ADP-Glo luminescence, 60 min; hits give low values; max response, %; AID 652105; P48426; actives 1.2% (n = 330,000); active = max response of -50% or lower; inconclusive = between -30% and -50%; inactive = -30% or higher; note: value at the top dose of about 77 µM; % is set by controls: 0 for no effect and ±100 for the full control effect
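ADP-Glo luminescence end-point read after a 60 min room-temperature kinase reaction of PI5P4Kalpha plus substrate, initiated with ATP at 5 microM final. Buffer: 0.038 M HEPES pH 7.4, EGTA, 0.1% CHAPS, 5% DMSO.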
EPAC1 antagonist = antagonists of human EPAC1 | O95398 | EPAC1 GEF assay, Rap1b-BODIPY-GDP exchange fluorescence | Potency, µM (doses to about 115 µM), for the others: top-dose activity change, negative = inhibition, most hits filed as inhibitors | actives 0.14% (n = 360,000) | AID 720709;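 note: potency is the fitted concentration of half-maximal effect; plate controls were vehicle for no effect and positive control for full effect; nearly all actives have a fitted effect of over 50% in size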
GLP1R cytotox = cytotoxicity counter-screen for GLP-1 receptor inverse agonists; actives 0.13% (n = 410,000); Potency, µM (highest dose often 38.3 µM), for the others: at the top dose activity change, negative = inhibition, usual class: inhibitors; HEK293 cAMP-luciferase reporter cells, luminescence, 24 h;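 note: loss of luciferase light is scored as toxicity; potency is the fitted concentration of half-maximal effect; % is set by controls: 0 for no effect and ±100 for the full control effect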
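MLSMR compounds, 24 hr on cells at 37 deg C/5% CO2; luminescence after luciferase reagent (12 min RT). Inhibition counted as the undesired cytotoxic outcome.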
PLK1 PBD inh = PLK1 (human) polo-box domain binding inhibition. actives 2.8% (n = 360,000). Plk1 PBD binding of FITC phosphopeptide, fluorescence polarization. Potency, µM, for inactives: max response, negative = inhibition, hits mostly inhibitors. AID 720504. P53350; note: potency is the fitted concentration of half-maximal effect; series mostly up to about 57 µM; % is set by controls: 0 for no effect and ±100 for the full control effect; nearly all actives have a fitted effect of over 65% in size
PTHR1 ag = agonists of human PTHR1 parathyroid hormone receptor; Q03431; HEK293 GP2 PTHR1 cells, GloSensor cAMP luminescence, 1 h; Potency, µM (series often up to 115 µM), for inactives: at the top dose activation, usual class: activators; actives 0.075% (n = 410,000); note: potency is the fitted concentration of half-maximal effect; nearly all actives have a fitted effect of over 55% in size; some results filed as inactive show a strong effect at the top dose; inactives centre near -15; many of its hits are not listed in these tables
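HEK-293-derived GP2 cells expressing PTHR1 and a GloSensor cAMP reporter, 3,000/well, plated overnight, given luciferin plus IBMX (each 0.5 mM as added) for 1 h at 37 °C, then compound for 1 h at 37 °C. Luminescence was read after 15 min at room temperature.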
An asterisk follows results filed as active; i = inactive; u = inconclusive; x = no result given; & = joins results of further samples; [ ] = another dose, or the depositor's remark. Unless noted, calls come from the whole dose curve; as a rule, active = well fitted curve in the direction sought with a large enough effect; inconclusive = small, poorly fitted or top-dose-only effect, or another doubt; inactive = no such curve, though single readings can be large; an effect the other way counts as inactive or inconclusive. Only part of the results is shown; rates above refer to the full screens.

| No. | Structure | GLP-1R inv ag | EPAC1 agonist | EPAC1 antagonist | PTHR1 ag | GLP1R cytotox | PI5P4Ka inh | GLP-1R agonist | IL-2 act | PLK1 PBD inh |
| --- | --- | --- | --- | --- | --- | --- | --- | --- | --- | --- |
| 1 | COCCNC(=O)C(=O)Nc1cc2c3c(c1)CC(=O)N3CCC2 | 1% | 2% | -13% | -1% | -21% | -1 | -5% | 0.1 | -15% |
| 2 | Cc1ccc(C(=O)NNC(=O)C2CC2)cc1Br | 25% | 11% | -18% | i | -8% | -2 | 9% | -1.7 | 0% |
| 3 | O=C(CSc1ccccc1F)NCCN1C(=O)CSC1=O | 4% | -2% | 0% | i | 10% | 5 | -3% | -2.0 | -3% |
| 4 | Cc1ccc(NC(=O)c2ccc(=O)[nH]n2)cc1C | 30% | 1% | 28% | i | -10% | 7 | 11% | 0.1 | 1% |
| 5 | O=S(=O)(c1ccccc1)N(CC1CO1)c1ccccc1 (stereo not given) | 13% | 4% | 11% | i | -4% | 0 | -1% | -2.1 | -8% |
| 6 | C[C@H]1CCC(=O)N([C@H](COc2ccccc2)Cc2ccccc2)CC1 | u | 5% | -8% | -33%[inhibitor] | -28% | 8 | 14% | 0.7 | -8% |
| 7 | Cc1ccc2nc(SCC(=O)Nc3ccccc3N3CCOCC3)c(C#N)cc2c1 | 1% | 7% | 6% | i | 9% | -1 | 3% | 0.9 | 3% |
| 8 | CC(NC(=S)NC(=O)c1ccccc1Br)c1ccccc1 (stereo not given) | u | 27% | -14% | -7% | 5% | -56* | 6% | 0.3 | u |
| 9 | O=C(c1cc2c(F)cccc2s1)N1CCCC1 | -1% | 2% | -6% | i | 1% | -2 | 10% | -2.9 | 0% |
| 10 | COc1ccc(N2C(=O)CC(c3ccc(OC(C)C)cc3)C2=O)cc1 (stereo not given) | -4% | -4% | -10% | 4% | 4% | 2 | -3% | 0.2 | -14% |
| 11 | COc1ccc(-c2nnc(SCC(=O)N3CCOCC3)n2C)cc1OC | 15% | 0% | -5% | -21% | 0% | 4 | -10% | -3.0 | -5% |
| 12 | COc1ccc(NC(=O)C2CCCO2)cc1 (stereo not given) | -4% | -7% | 9% | -9%[57.5 µM] | 12% | x | 1% | -0.2 | 1% |
| 13 | COc1cccc(Nc2n[nH]c(=S)s2)c1 | 16% | -9% | 1% | i | 3% | -82* | -5% | 0.1 | 24µM* |
| 14 | COc1cc(/C=C2\S/C(=N/S(=O)(=O)c3ccccc3)NC2=O)c([N+](=O)[O-])cc1OC | 90%[activator] | -3% | -10% | 0% | 9% | -55* | u | -0.2 | u |
| 15 | c1ccc(C2Nc3ccccc3-c3nc4ccccc4n32)cc1 (stereo not given) | -5% | 8% | -21% | i | 4% | 0 | 13% | -1.5 | -6% |
| 16 | Cc1ccccc1C(=O)NCC(=O)NCC1(N2CCOCC2)CCCCC1 | 15% | u | -9% | i | 11% | 4 | 3% | 1.0 | 1% |
| 17 | CC(CNS(=O)(=O)c1cc(Cl)ccc1Cl)CN(C)C (stereo not given) | -15% | 5% | 7% | i | 10% | 8 | 8% | 1.6 | -13% |
| 18 | O=C(O)C1CC=CCC1C(=O)N1CCc2ccccc21 (stereo not given) | 0% | 2% | 1% | -25%[57.5 µM] | -19% | -12 | -5% | -2.5 | -25% |
| 19 | CN(C)CCCN(Cc1ccccc1)C(=S)Nc1ccc(F)c(Cl)c1 | 1.8µM* | 1% | u | i | u | 15 | 1% | -1.6 | -21% |
| 20 | COc1ccccc1NC(=O)c1ccc2c(c1)CCN2S(C)(=O)=O | 10% | -3% | 0% | -22% | -2% | 2 | -4% | 1.5 | -9% |

Given with two lines to a compound: part of the list above
The line under a structure holds: GLP-1R inv ag | EPAC1 agonist | EPAC1 antagonist | PTHR1 ag | GLP1R cytotox | PI5P4Ka inh | GLP-1R agonist | IL-2 act | PLK1 PBD inh
13: COc1cccc(Nc2n[nH]c(=S)s2)c1
  16% | -9% | 1% | i | 3% | -82* | -5% | 0.1 | 24µM*
15: c1ccc(C2Nc3ccccc3-c3nc4ccccc4n32)cc1 (stereo not given)
  -5% | 8% | -21% | i | 4% | 0 | 13% | -1.5 | -6%
18: O=C(O)C1CC=CCC1C(=O)N1CCc2ccccc21 (stereo not given)
  0% | 2% | 1% | -25%[57.5 µM] | -19% | -12 | -5% | -2.5 | -25%

Random excerpt: 2 entries already listed, in no set order.
| No. | Structure | GLP-1R inv ag | EPAC1 agonist | EPAC1 antagonist | PTHR1 ag | GLP1R cytotox | PI5P4Ka inh | GLP-1R agonist | IL-2 act | PLK1 PBD inh |
| --- | --- | --- | --- | --- | --- | --- | --- | --- | --- | --- |
| 12 | COc1ccc(NC(=O)C2CCCO2)cc1 (stereo not given) | -4% | -7% | 9% | -9%[57.5 µM] | 12% | x | 1% | -0.2 | 1% |
| 5 | O=S(=O)(c1ccccc1)N(CC1CO1)c1ccccc1 (stereo not given) | 13% | 4% | 11% | i | -4% | 0 | -1% | -2.1 | -8% |

Following part
| No. | Structure | GLP-1R inv ag | EPAC1 agonist | EPAC1 antagonist | PTHR1 ag | GLP1R cytotox | PI5P4Ka inh | GLP-1R agonist | IL-2 act | PLK1 PBD inh |
| --- | --- | --- | --- | --- | --- | --- | --- | --- | --- | --- |
| 21 | CCOc1ccc(CNC(=O)c2nnc(CS(=O)(=O)c3ccccc3)o2)cc1OC | 11% | 6% | 0% | i | 1% | -1 | 0% | -3.3 | -3% |
| 22 | Cc1cccc(N(CC(=O)NCC2CCCO2)C(=O)CCC(=O)Nc2cc(C)on2)c1 (stereo not given) | 0% | 3% | -1% | i | 4% | -11 | 2% | -0.4 | u |
| 23 | Cn1c(=O)c2c(nc(NCCCO)n2Cc2cccc(C(F)(F)F)c2)n(C)c1=O | 1% | 20% | -8% | i | 1% | 17 | 1% | 0.3 | -9% |
| 24 | Cc1cccc(CSc2nnc(-c3ccco3)o2)c1 | -25% | 13% | -17% | i | -20% | -3 | 17% | 0.5 | 3% |
| 25 | O=C(CCn1nnc2ccccc2c1=O)N[C@H](C(=O)O)c1ccccc1 | 0% | 6% | 0% | -14%[57.5 µM] | 0% | x | -2% | 3.6 | -1% |
| 26 | COc1cccc(CNC(=O)C2CCN(S(=O)(=O)N3CCC(C)CC3)CC2)c1 | -31%&-6% | 8% | 2% | -17%&-31% | 0%&4% | -3 | 2% | -0.9 | -5% |
| 27 | O=C(COc1ccccc1F)OCC(=O)N1CCc2ccccc21 | 23% | 10% | -2% | 18% | -9% | 4 | 9% | -0.5 | -8% |
| 28 | COc1ccccc1C(CNC(=O)c1cccc(NS(=O)(=O)c2ccc(C)c(F)c2)c1)N1CCCC1 (stereo not given) | u | -4% | 9% | -25% | u | 7 | 13% | -2.7 | -4% |
| 29 | CC(=O)c1cccc(NC(=O)COc2nsnc2N2CCOCC2)c1 | 0% | -6% | 11% | -8%[57.5 µM] | -4% | 4 | 5% | -0.8 | -1% |
| 30 | COc1cccc(OC)c1OCCNCC1CSc2ccccc2O1 (stereo not given) | u | -16% | -1% | -43% | -12% | 13 | -5% | -0.5 | 1% |
| 31 | Cc1cc(C)cc(NC(=O)Cn2nnc(C(=O)NCCc3ccccc3)c2N)c1 | 3%&-5% | 11% | -24% | -10% | -4%&-11% | -3 | -5%&-3% | -1.0 | -24% |
| 32 | CCc1ccc(NC(=O)C2CCN(c3ncnc4c3nc3n4CCCCC3)CC2)cc1 | -3% | 9% | -26% | -13% | -13% | 0 | 1% | -4.4 | -5% |
| 33 | C[C@@H](C(=O)NC1CCN(Cc2ccccc2)CC1)N1C(=O)N2CCc3c([nH]c4ccccc34)[C@@]2(C)C1=O | u | -17% | -6% | -38%[inhibitor] | 3% | 2 | -4% | -0.4 | -16% |
| 34 | CSc1ncc(Cl)c(C(=O)C(C#N)c2nc3c(C)cc(C)cc3c(=O)[nH]2)n1 (stereo not given) | -19% | 16% | 4% | 11% | 7% | x | 2% | -0.4 | 21µM* |
| 35 | O=C(COC(=O)c1ccc2c(c1)OCCO2)Nc1ccccc1C(F)(F)F | -7% | 0% | -1% | -15% | -8% | 5 | 1% | 1.5 | 1% |
| 36 | CC1CC(NNC(=O)c2ccccc2)=Nc2ccccc2N1C (stereo not given) | 16% | -15% | -4% | -21% | -2% | 0 | -11% | -1.1 | -1% |
| 37 | C=C(C)Cn1c(N(CCO)Cc2ccccc2)nc2c1c(=O)[nH]c(=O)n2C | 39%[activator] | 0% | -7% | i | -5% | 7 | 12% | -2.2 | -3% |
| 38 | Cc1ccc(C(=O)CCC(=O)N(C)CC(=O)Nc2c(Cl)cccc2Cl)cc1 | 20% | 0% | 11% | -19% | 7% | -3 | -9% | -1.1 | 3% |
| 39 | c1ccc(N2CCN(Cc3ccc4c(c3)OCO4)CC2)nc1 | -3% | -4% | -8% | i | 4% | 1 | -4% | -0.3 | 1% |
| 40 | Cc1nc(C)c(-c2nnc(-c3ccc(C(C)(C)C)cc3)o2)cc1C(=O)NN | -17% | -32%[inhibitor] | -1% | -19% | 4%[1.53 µM] | 4 | 25% | -0.5 | 0% |
| 41 | COc1ccc(NC(=O)CN(C)C(=O)c2cccc(S(=O)(=O)Nc3ccccc3Cl)c2)cc1 | -15% | 4% | 3% | -20% | -1% | -5 | -14% | -1.6 | -6% |
| 42 | Cc1ccc(S(=O)(=O)N2CCOCC2)cc1NC(=O)COC(=O)c1cccnc1Cl | -3% | 2% | -16% | -2% | -23% | 0 | 5% | 1.6 | 3% |
| 43 | CCOC(=O)c1cnc(-n2nc(C)cc2C)nc1NC(C)c1ccccc1 (stereo not given) | 2.5µM* | -1% | -2% | i | u | -7 | -3% | -0.1 | 1% |
| 44 | COc1ccc(N(C)S(=O)(=O)c2cccc(C(=O)OCC(=O)c3c(N)n(C)c(=O)n(C)c3=O)c2)cc1 | 1% | 6% | -7% | -40% | -30% | -1 | -15% | -6.5 | 3% |
| 45 | O=c1[nH]ncn2cccc12 | 0% | 0% | -6% | i | 2% | -6 | -6% | 1.4 | -10% |

Along the list, quoted from above.
GLP-1R inv ag, nos. 41 to 45 → -15%, -3%, 2.5µM*, 1%, 0%
PI5P4Ka inh, nos. 41 to 45 → -5, 0, -7, -1, -6
